Screens from PubChem.
G9a inh: qHTS Assay for Inhibitors of Histone Lysine Methyltransferase G9a. G9a H3K9 monomethylation, AlphaScreen, 2 h. Potency, µM (top dose mostly 102 µM), for inactives: at the top dose activity, negative = inhibition, actives largely listed as inhibitors. 350,000 tested, 8.8% active; further: on the % scale 0 is the no-effect control and ±100 the full control effect; nearly all actives have a fitted effect of over 75% in size
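Methyltransferase reactions run at room temperature for 2 h (20 nM enzyme, 500 nM biotin-H3K9 peptide, 20 uM SAM) after a 15 min compound preincubation; product detected by AlphaScreen beads and anti-H3K9me1 antibody.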
BAZ2B block: qHTS Assay for Inhibitors of BAZ2B | Bromodomain adjacent to zinc finger domain protein 2B (Homo sapiens), Q9UIF8 | AID 504333, 2011 | AlphaScreen BAZ2B-H3K14Ac peptide displacement | Potency, µM (titrated, usually from 114 µM), inactives show at the highest dose activity change, negative = inhibition, hits mostly inhibitors | 360,000 tested, 4.4% active; further: on the % scale 0 is the no-effect control and ±100 the full control effect; nearly all actives have a fitted effect of over 60% in size
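AlphaScreen displacement of biotin-H3(5-23)K14Ac peptide (50 nM final) from BAZ2B (50 nM final) in PBS pH 7.4, 0.01% Tween-20; complex preformed 30 min RT, then compounds (top 110 uM) 30 min RT, beads 20 min dark.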
BLM inh: qHTS Assay for Inhibitors of Bloom's syndrome helicase (BLM). RecQ-like DNA helicase BLM (Homo sapiens), P54132. recombinant BLM DNA unwinding, fluorescence dequenching. Potency, µM (highest dose often 56.1 µM), inactives show at the top dose activity change, negative = inhibition, hits mostly inhibitors. 350,000 tested, 0.2% active. AID 2528, 2010;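 further: plate controls were vehicle for no effect and no enzyme for full effect; nearly all actives have a fitted effect of over 35% in size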
Pol kappa inh: qHTS for Inhibitors of Polymerase Kappa | DNA polymerase kappa (Homo sapiens), Q9UBT6 | purified Pol kappa, fluorescent DNA synthesis assay, 10 min | Potency, µM (doses to about 107 µM), inactives show at the highest dose activity, negative = inhibition, actives largely listed as inhibitors | 400,000 tested, 0.53% active; further: on the % scale 0 is the no-effect control and ±100 the full control effect
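10 nM Pol kappa preincubated 15 min at room temperature with compounds, then reaction started with substrate at 50 nM final. Fluorescence read kinetically at 0 and 10 min; buffer-only wells served as negative control.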
JMJD2A Tudor inh: qHTS Assay for Inhibitors of JMJD2A-Tudor Domain. Lysine-specific demethylase 4A (Homo sapiens), O75164. AlphaScreen JMJD2A-Tudor / H3K4me3 peptide binding. Potency, µM (series often up to 114 µM), without a hit: at the highest dose activity change, negative = inhibition, most hits filed as inhibitors. 390,000 tested, 4.4% active. AID 504339, 2011; further: on the % scale 0 is the no-effect control and ±100 the full control effect; nearly all actives have a fitted effect of over 50% in size
Pol eta inh: qHTS for Inhibitors of Polymerase Eta. Potency, µM (doses to about 114 µM), for the others: at the highest dose activity change, negative = inhibition, most hits filed as inhibitors. recombinant Pol eta, fluorescent DNA replication assay. DNA polymerase eta (Homo sapiens), Q9Y253. 390,000 tested, 1.2% active. AID 588591, 2011; further: on the % scale 0 is the no-effect control and ±100 the full control effect
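Pol eta at 10 nM preincubated with compounds 15 min at room temperature; reaction started with fluorescent substrate (50 nM final) and read kinetically at 0 and 10 min.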
POLB inh: qHTS Assay for Inhibitors of DNA Polymerase Beta; Potency, µM (doses to about 114 µM), for the others: at the highest dose activity change, negative = inhibition, hits mostly inhibitors; 340,000 tested, 1.3% active; Pol beta primer extension/strand displacement, fluorescence kinetic; AID 485314, 2010; P06746; further: on the % scale 0 is the no-effect control and ±100 the full control effect
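Homogeneous kinetic assay of primer extension and strand displacement by 10 nM Pol beta, preincubated 15 min at room temperature with compound before 50 nM substrate (final) was added. Read at 0 and 10 min; four-parameter Hill fit.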
POLI inh: qHTS for Inhibitors of Polymerase Iota. DNA polymerase iota (Homo sapiens), Q9UNA4. Pol iota fluorescent replication assay, 10 min. Potency, µM (top dose mostly 115 µM), for inactives: at the highest dose activity, negative = inhibition, hits mostly inhibitors. 390,000 tested, 1% active. AID 588590, 2011
Target sequence (Q9UNA4 whole entry, looked up): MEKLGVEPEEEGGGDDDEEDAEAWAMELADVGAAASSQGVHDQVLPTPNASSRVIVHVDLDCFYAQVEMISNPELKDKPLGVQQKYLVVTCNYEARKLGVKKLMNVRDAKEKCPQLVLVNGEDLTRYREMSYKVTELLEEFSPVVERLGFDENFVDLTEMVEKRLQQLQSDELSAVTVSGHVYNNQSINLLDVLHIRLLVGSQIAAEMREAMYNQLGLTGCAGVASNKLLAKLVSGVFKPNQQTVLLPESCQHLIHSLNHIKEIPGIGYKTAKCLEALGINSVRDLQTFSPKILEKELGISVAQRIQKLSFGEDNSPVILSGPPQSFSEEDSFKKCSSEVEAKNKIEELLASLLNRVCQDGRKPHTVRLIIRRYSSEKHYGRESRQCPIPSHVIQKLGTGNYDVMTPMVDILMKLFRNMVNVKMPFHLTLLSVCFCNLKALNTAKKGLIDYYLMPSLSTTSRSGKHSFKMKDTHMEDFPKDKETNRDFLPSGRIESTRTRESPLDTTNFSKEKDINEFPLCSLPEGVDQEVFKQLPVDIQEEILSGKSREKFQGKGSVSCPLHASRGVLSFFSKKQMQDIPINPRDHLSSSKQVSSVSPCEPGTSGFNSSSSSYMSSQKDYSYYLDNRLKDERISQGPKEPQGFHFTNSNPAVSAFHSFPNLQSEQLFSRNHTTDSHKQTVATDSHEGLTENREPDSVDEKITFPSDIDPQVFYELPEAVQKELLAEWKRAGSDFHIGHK
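Pol iota at 10 nM preincubated 15 min with compounds at room temperature; reaction started with fluorescent substrate, 50 nM final. Fluorescence read kinetically at 0 and 10 min; buffer-only wells as negative control.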
APEX1 inh: qHTS Assay for Inhibitors of the Human Apurinic/apyrimidinic Endonuclease 1 (APE1) | DNA repair nuclease/redox regulator APEX1 (Homo sapiens), P27695 | Potency, µM (highest dose often 65.8 µM), inactives show top-dose activity change, negative = inhibition, usual class: inhibitors | recombinant APE1, TAMRA/BHQ-2 abasic DNA cleavage fluorescence | 350,000 tested, 0.35% active;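 further: plate controls were vehicle for no effect and reference inhibitor for full effect; nearly all actives have a fitted effect of over 55% in size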
Target sequence (P27695 whole entry, looked up): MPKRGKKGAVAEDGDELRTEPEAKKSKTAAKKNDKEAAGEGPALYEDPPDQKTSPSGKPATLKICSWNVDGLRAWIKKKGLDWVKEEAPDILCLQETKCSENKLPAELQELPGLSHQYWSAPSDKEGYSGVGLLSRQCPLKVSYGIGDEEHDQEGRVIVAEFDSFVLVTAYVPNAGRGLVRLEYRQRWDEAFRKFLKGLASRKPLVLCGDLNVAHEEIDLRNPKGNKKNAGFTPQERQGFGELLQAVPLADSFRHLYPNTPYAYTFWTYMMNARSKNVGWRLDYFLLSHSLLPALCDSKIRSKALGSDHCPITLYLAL
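Activity was derived from the fluorescence gain between first and third kinetic reads (60 s intervals, ex 525/em 598 nm) after 50 nM THF-abasic TAMRA/BHQ-2 duplex was added to 0.75 nM APE1 preincubated 15 min with compound.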
Starred values were filed as active, the others as inactive; u = inconclusive; x = not tested or not shown; [ ] = remark or other dose. The call rests on the fitted dose curve; in most records, active means well fitted curve in the direction sought with a large enough effect; inconclusive means small, poorly fitted or top-dose-only effect, or another doubt; inactive means no such curve, though single readings can be large; an effect the other way counts as inactive or inconclusive. Potency means the concentration at half of the fitted maximal effect.

SMILES	G9a inh	BAZ2B block	BLM inh	Pol kappa inh	JMJD2A Tudor inh	Pol eta inh	POLB inh	POLI inh	APEX1 inh
COc1ccc(OC)c(C2=NS(=O)(=O)N(C)C(C(=O)NCc3ccco3)=C2)c1	-5.2%	-34.5%	-2.7%	0.0%	u	-2.2%	0.2%	15.8%	-4.1%
Cn1c(=O)n(Cc2ccccc2)c(=O)c2c1nc1n2CCN1Cc1ccco1	-6.0%[59 µM]	u	-4.5%	-1.4%	-15.5%	4.9%	-18.8%	-25.1%	-2.7%
CCCCOc1ccc(CNC(=O)C2COc3ccc(OC)cc3C2)cc1 (configuration not stated)	-1.1%[59 µM]	17.5%	1.1%	-8.3%[60.1 µM]	-4.2%	-9.7%	13.7%	27.7%	x
COc1cc(/C=N/Nc2nc(-c3ccc(S(=O)(=O)N(C)C)cc3)cs2)ccc1O	14.1µM*	-33.4%	-13.1%	-0.3%	-23.5%	-20.4%	-11.2%	44.4%[activator]	-2.6%
CCN1CCN(C(=O)CSc2nc(N)cc(N)n2)CC1	44.7µM*	-9.2%	-4.6%	-3.0%	-14.3%	-1.7%	0.1%	-0.3%	-4.9%
Cc1ccccc1NC(=O)CN1C(=O)NC(C)(CCc2ccccc2)C1=O (configuration not stated)	28.3%	0.0%	-4.6%	-1.2%	-9.8%	-8.1%	4.0%	11.6%	-0.9%
CSc1ccccc1NC(=O)CCc1ccccc1	-2.2%	0.9%	0.1%	8.3%	18.4%	-7.0%	1.9%	u	1.0%
CCc1nnc(SCC(=O)Nc2nnc(C)s2)n1CC1CCCO1 (configuration not stated)	10.4%	-23.4%	-3.5%	-3.1%	-5.1%	-10.3%	8.6%	6.5%	35.9%
CCOC(=O)c1c(NC(=O)CN2CCCc3ccccc32)sc(C)c1C	-10.2%[59 µM]	-29.2%	-3.3%	-9.4%	-28.5%	-9.6%	4.0%	11.8%	0.8%
NC(=O)C1(N2CCCCC2)CCN(C(=O)c2ccccc2)CC1	17.3%	7.8%	-0.7%	6.2%	-3.5%	-9.3%	20.6%	-4.5%	-0.7%
COC(=O)c1cc(Cl)cc2c(CCO)c[nH]c12	x	x	x	6.9%	-2.1%	-21.6%	x	6.6%	-8.6%
CC(=O)c1cccc(NC(=O)Nc2ccc(C(=O)N3CCOCC3)cc2)c1	4.2%[59 µM]	13.8%	5.5%	3.1%	-9.6%	1.7%	-0.2%	18.4%	8.9%
Cc1ccc(C2(C)NC(=O)N(CC(=O)N3CCN(S(=O)(=O)c4ccc(Cl)s4)CC3)C2=O)cc1 (configuration not stated)	36.1%[activator][12.7 µM]	14.8%	x	-15.6%	-15.9%	-3.5%	x	15.0%	-0.5%
O=C(COC(=O)c1ccc2ccccc2c1O)NCc1ccccc1	u	-2.9%	x	9.6%	-15.0%	-5.5%	x	28.3%	-3.7%
COc1ccc(C(=O)NCc2ccc3c(c2)CCN3C(=O)c2ccc(C)cc2)cc1	-3.3%[59 µM]	1.3%	-5.1%	0.7%[60.1 µM]	u	-19.2%	6.3%	4.9%	x
CC(=O)Nc1ccc(NC(=O)c2ccc(S(=O)(=O)N(C)c3ccccc3)cc2)cc1	-8.2%[2.33 µM]	5.7%	x	-0.3%	-4.6%	-21.0%	x	10.9%	-4.0%
Cc1cc(C)cc(-n2ccn(CC(=O)Nc3ccccc3C(F)(F)F)c(=O)c2=O)c1	8.7%[59 µM]	5.0%	-0.3%	8.2%	0.7%	-8.3%	-1.4%	18.5%	x
O=C(Nc1ccc(N2CCN(C(=O)c3ccccc3)CC2)cc1)c1ccc(Br)o1	31.6µM*	u	-13.8%	-11.3%	-27.6%	-18.6%	4.7%	-1.2%	12.0%
Cc1nc2cc(C(=O)NC3CCCCCC3)ccc2n1-c1ccc(Br)cc1	1.0%[59 µM]	2.3%	-6.7%	-9.9%[60.1 µM]	-23.2%	-6.3%	10.3%	-1.8%	x
O=C(COC(=O)c1c(F)cccc1F)Nc1ccc(N2CCCCC2)cc1	x	x	x	7.2%	-29.5%	-14.3%	x	12.3%	-6.0%
Cc1nn(C(C)C(=O)NCCc2ccccc2)c(=O)c2c1sc1ccccc12 (configuration not stated)	6.6%[59 µM]	-8.5%	-3.4%	-14.1%	-21.9%	-6.7%	-2.6%	10.8%	x
COc1ccccc1/C=N/NC(=O)C(=O)NCc1cccnc1	u	-23.1%	-0.1%	5.0%	-20.7%	-15.1%	12.4%	61.1%[activator]	1.8%
CCOC(=O)c1cccc(NC(=O)Cc2ccc(NC(=O)N3CCCCc4ccccc43)cc2)c1	7.8%[59 µM]	-18.4%	-7.8%	-22.0%	-16.0%	-19.6%	u	-18.3%	x
COc1cccc(NC(=O)C2CCN(C(=O)NC3CCCCC3)CC2)c1	15.3%	-11.5%	0.0%	-16.7%	-3.9%	-14.7%	20.9%	130.3%[activator]	15.8%
COc1ccccc1-c1nnc(C2CCN(S(=O)(=O)c3cccc([N+](=O)[O-])c3)CC2)o1	u	u	-4.5%	-0.5%	u	-14.2%	-1.1%	-10.6%	-8.8%

Records listed above that bear a hit mark in G9a inh:
SMILES	G9a inh	BAZ2B block	BLM inh	Pol kappa inh	JMJD2A Tudor inh	Pol eta inh	POLB inh	POLI inh	APEX1 inh
COc1cc(/C=N/Nc2nc(-c3ccc(S(=O)(=O)N(C)C)cc3)cs2)ccc1O	14.1µM*	-33.4%	-13.1%	-0.3%	-23.5%	-20.4%	-11.2%	44.4%[activator]	-2.6%
CCN1CCN(C(=O)CSc2nc(N)cc(N)n2)CC1	44.7µM*	-9.2%	-4.6%	-3.0%	-14.3%	-1.7%	0.1%	-0.3%	-4.9%
O=C(Nc1ccc(N2CCN(C(=O)c3ccccc3)CC2)cc1)c1ccc(Br)o1	31.6µM*	u	-13.8%	-11.3%	-27.6%	-18.6%	4.7%	-1.2%	12.0%

Later entries:
SMILES	G9a inh	BAZ2B block	BLM inh	Pol kappa inh	JMJD2A Tudor inh	Pol eta inh	POLB inh	POLI inh	APEX1 inh
COc1cccc(CNC(=O)c2cc(C)nc3c2c(C)nn3-c2ccc(C)cc2)c1	13.5%[59 µM]	32.2%[57.1 µM]	-2.2%	1.0%	22.3%	-19.6%	-2.8%	5.2%	x
CCc1cccc(C)c1NC(=O)c1ccc2c(c1)CCN2S(=O)(=O)CC	-34.2%[59 µM]	-3.8%	-4.7%	-1.7%	-24.5%	3.9%	10.8%	-1.1%	x
COc1ccc(-c2nc(-c3ccccc3)nc(N3CCN(C)CC3)c2C#N)cc1	-7.9%	u	-0.2%	-19.4%	u	2.4%	8.6%	45.8%	-1.3%
O=C(Nc1ccccc1)C(Cl)C(=O)c1ccccc1 (configuration not stated)	3.9%[0.501 µM]	2.5%	3.5%	-7.2%	-9.5%	-10.3%	3.7%	u	-1.6%
CCCNS(=O)(=O)c1ccc(C(=O)NCC2CCCO2)cc1 (configuration not stated)	5.3%[12.7 µM]	-1.4%	-18.1%	-10.9%	-9.9%	1.1%	-20.1%	34.7%[activator]	19.8%
COc1ccc(-n2ncc3c(=O)n(CC(=O)Nc4ccc5c(c4)OCCO5)cnc32)cc1	-2.2%[59 µM]	9.2%	1.0%	-0.5%	-6.3%	5.8%	54.0%	-10.1%	4.7%[12.4 µM]
COc1cccc(C2NC(=O)NC(C)=C2C(=O)Nc2ccc(C)cc2)c1OC (configuration not stated)	-1.4%[59 µM]	x	-0.9%	-0.6%	-1.2%	0.4%	20.2%	-26.7%	10.2%
COc1ccccc1CNc1nc2ccccc2n1CCN1CCCCC1	u	-11.8%	-3.3%	-1.9%	-16.2%	-5.5%	35.8%	14.6%	7.4%
Cc1nnc(SCC(=O)Nc2ccc([N+](=O)[O-])cc2)n1C	x	29.1%	-6.5%	3.4%	-3.4%	-9.0%	-2.3%	48.8%[activator]	2.3%
CCOc1ccc(CCNC(=O)c2cc3cccc4c3n2CCS4)cc1	-1.9%[59 µM]	-0.7%	-12.9%	-0.5%	9.0%	-16.0%	11.4%	11.1%	x
O=C(COc1nncc2ccccc12)Nc1ccc(F)c(F)c1	9.6%	-5.9%	-1.6%	-9.7%	-5.4%	-10.5%	-2.0%	25.8%	-6.0%
C=CCc1cccc(/C=N/NC(=O)c2ccc3nc[nH]c3c2)c1O	2.3%	-12.9%	-4.2%	-22.8%	-31.5%	u	-14.2%	13.5%	4.9%
COc1cc(N)c2ncsc2c1	x	x	x	-10.6%	u	-5.0%	x	16.3%	x
CC1CN(C(=O)C2(C)CC2(Br)Br)CC(C)O1 (configuration not stated)	-4.7%[59 µM]	3.4%	0.1%	5.5%	-5.4%	-7.8%	4.5%	10.3%	6.9%
CC(=O)N1CCc2cc(S(=O)(=O)NC(Cc3ccccc3)C(=O)NC3CCCCCC3)ccc21 (configuration not stated)	u	0.7%	-1.4%	-4.5%	-15.3%	-9.9%	2.1%	29.1%	-1.9%
C/C(=C\c1ccccc1)C(=O)NCCc1ccccc1	45.6%	1.1%	0.9%	-5.9%	10.0%	-11.6%	7.2%	36.5%[activator]	7.8%
CC/C(=N\NC(=O)CCC(=O)NCc1ccccc1)c1ccc(O)cc1	1.1%	-32.1%	-0.4%	-10.7%	-5.3%[11.4 µM]	1.4%	7.4%	47.6%[activator]	9.7%
CCOC(=O)c1cc(-c2ccc(F)cc2)n(CC(=O)NC(C)CC)c1C (configuration not stated)	-39.8%	-19.2%	-4.3%	-1.0%	-2.6%	0.1%	9.8%	13.9%	5.7%

In a second layout: 2 of the compounds above.
Molecule | G9a inh | BAZ2B block | BLM inh | Pol kappa inh | JMJD2A Tudor inh | Pol eta inh | POLB inh | POLI inh | APEX1 inh
C/C(=C\c1ccccc1)C(=O)NCCc1ccccc1 | 45.6% | 1.1% | 0.9% | -5.9% | 10.0% | -11.6% | 7.2% | 36.5%[activator] | 7.8%
CC/C(=N\NC(=O)CCC(=O)NCc1ccccc1)c1ccc(O)cc1 | 1.1% | -32.1% | -0.4% | -10.7% | -5.3%[11.4 µM] | 1.4% | 7.4% | 47.6%[activator] | 9.7%

Not all compounds are listed; the hit share may differ from the screen's.
